MEX-5 binding: C. elegans MEX-5 TCR-2 RNA binding activity; Q9XUB2; MEX-5/FITC-TCR2 RNA binding, fluorescence polarization; stronger effect = lower value; activity score (negative = inhibition of binding), % at 10 µM; 300,000 compounds, 0.38% hits; AID 1832;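 active = inhibition past about -25% in most replicates, and total fluorescence under double the plate's negative control median, limit read from the data; inconclusive = replicates evenly split on the limit, or fluorescence at least double controls; inactive = too little inhibition in most replicates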;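 also: 0% = DMSO and -100% = 5 µM competing unlabeled TCR2 RNA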
GLD-1 RNA inh: GLD-1-TGE RNA interaction inhibition (C. elegans). Q17339. purified GLD-1 + fluorescein TGE RNA, fluorescence polarization. inhibition, % at 5.96 µM. 320,000 compounds, 0.44% hits. AID 2280;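 active = percent inhibition above a per-plate cutoff, the plate mean of test compounds plus 3 SD, cut at about 30% in these data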;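 also: 0% = DMSO wells with GLD-1 and probe and 100% = wells lacking GLD-1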
VLA-4 inh: inhibition in a human VLA-4 binding assay; 330,000 compounds, 0.2% hits; VLA-4 expressing cells, ligand binding flow cytometry; P13612; inhibition, % (about 7 µM as worked out from the volumes in the protocol); AID 2557; in the data active = inhibition above about 50%
Target sequence (P13612 whole entry, looked up): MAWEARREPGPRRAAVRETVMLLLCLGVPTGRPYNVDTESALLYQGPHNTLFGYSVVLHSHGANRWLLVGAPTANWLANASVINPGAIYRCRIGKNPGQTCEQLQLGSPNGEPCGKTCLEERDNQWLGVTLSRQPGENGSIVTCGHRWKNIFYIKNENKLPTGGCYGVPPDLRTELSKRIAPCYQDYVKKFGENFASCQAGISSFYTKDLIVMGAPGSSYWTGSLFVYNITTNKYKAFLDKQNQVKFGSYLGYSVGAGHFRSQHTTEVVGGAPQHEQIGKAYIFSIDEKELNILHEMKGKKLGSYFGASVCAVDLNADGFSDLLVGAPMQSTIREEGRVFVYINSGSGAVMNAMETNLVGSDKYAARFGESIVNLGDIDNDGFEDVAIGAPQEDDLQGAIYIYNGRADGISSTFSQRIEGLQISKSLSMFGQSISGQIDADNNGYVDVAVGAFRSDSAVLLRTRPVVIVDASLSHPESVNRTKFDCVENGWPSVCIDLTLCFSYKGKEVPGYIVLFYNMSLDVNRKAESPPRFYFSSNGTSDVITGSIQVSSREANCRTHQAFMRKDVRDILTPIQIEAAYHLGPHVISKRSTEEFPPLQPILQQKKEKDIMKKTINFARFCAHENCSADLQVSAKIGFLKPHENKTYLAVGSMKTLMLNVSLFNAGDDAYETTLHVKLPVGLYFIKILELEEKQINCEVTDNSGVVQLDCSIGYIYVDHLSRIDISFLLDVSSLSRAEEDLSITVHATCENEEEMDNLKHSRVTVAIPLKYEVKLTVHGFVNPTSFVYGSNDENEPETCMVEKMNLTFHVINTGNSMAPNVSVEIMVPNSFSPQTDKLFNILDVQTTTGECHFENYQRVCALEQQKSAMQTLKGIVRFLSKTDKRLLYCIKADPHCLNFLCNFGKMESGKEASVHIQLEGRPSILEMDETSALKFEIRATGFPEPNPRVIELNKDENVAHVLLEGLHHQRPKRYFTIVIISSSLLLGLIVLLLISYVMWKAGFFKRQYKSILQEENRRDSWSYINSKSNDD
AGP1-GFP MLPCN: alters AGP1-GFP fluorescence in TOR pathway yeast screen; 320,000 compounds, 0.02% hits; GFP response vs DMSO, % at 10 µM; S. cerevisiae AGP1-GFP multiplex flow cytometry, 3 h; GFP as percent of DMSO wells;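 active = GFP response relative to DMSO above a set limit, near screen average plus 3 SD, cut at about 150% in these data; inconclusive = fewer than 70 cells counted for the yeast strain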;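 also: median GFP channel fluorescence of the gated AGP1 strain per well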
Bcl-xL primary: blocks human Bcl-xL binding to Bim BH3 peptide; GST-Bcl-xL / FITC-Bim BH3 peptide fluorescence polarization; AID 2129; 320,000 compounds, 0.7% hits; Q07817; inhibition, % at 10.9 µM;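 active = inhibition above the mean of all tested compounds plus 3 SD, cutoff set per campaign, cut at about 30% in these data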;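 also: 0% = DMSO wells and 100% = unlabeled Bim-BH3 peptide competitor; inhibitors lower millipolarization by displacing the labeled peptide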
Yeast superoxide: caloric restriction mimetics inhibiting age-related superoxide in yeast; superoxide response (% of plate mean), % at 10 µM; S. cerevisiae aged cells, superoxide DHE fluorescence; stronger effect = lower value; 330,000 compounds, 0.18% hits;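 active = superoxide response under a set limit, about three screen SD below normal, cut at about 65% in these data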;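 also: yeast aged for seven days with compound at 30 °C before DHE staining; 100% = average MFI of all compound-treated wells on the plate with controls excluded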
CIT2 TOR yeast: alters CIT2-GFP fluorescence in TOR pathway yeast screen; AID 2029; GFP response vs DMSO, % at 10 µM; 320,000 compounds, 0.065% hits; S. cerevisiae CIT2-GFP strain, flow cytometry, 3 h; 100 means same as DMSO wells;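 active = GFP response relative to DMSO above a set limit, near the screen mean plus 3 SD, cut at about 150% in these data; inconclusive = Fewer than 70 cells measured for a yeast strain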;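 also: ratio of well median GFP fluorescence to mean of DMSO wells on the plate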
MCL1-BIM inh: disrupts human MCL1 binding to BIM-BH3 peptide; Q07820; inhibition, % at 10.9 µM; 320,000 compounds, 0.68% hits; GST-MCL1 / FITC-Bim-BH3 fluorescence polarization;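 active = inhibition above the mean inhibition of all tested compounds plus 3 SD, set per campaign, cut at about 40% in these data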;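 also: 0% = DMSO wells and 100% = unlabeled Bim-BH3 peptide control; higher means more loss of mP so more displacement of Bim peptide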
GRK2 inh: blocks RNA aptamer binding to human GRK2; inhibition of aptamer binding, % at 10 µM; bead flow cytometry, FAM-aptamer displacement from GRK2; P25098; AID 488847; 330,000 compounds, 0.59% hits;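 active = inhibition of aptamer binding above 40%, roughly 3 SD of noise, on plates passing a quality check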;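 also: median bead fluorescence of bound FAM aptamer so fluorescent compounds give negative values; no value below 0 was filed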
Numbers without * were called inactive; ? = inconclusive; · = not tested or not shown.

SMILES | MEX-5 binding | GLD-1 RNA inh | VLA-4 inh | AGP1-GFP MLPCN | Bcl-xL primary | Yeast superoxide | CIT2 TOR yeast | MCL1-BIM inh | GRK2 inh
CN(CC(=O)Nc1cccc(F)c1)C(=O)CSc1ccccc1 | 0.0 | -3 | -1 | 105 | 0 | 101 | 103 | -1 | 0
CC1=NN(/C(=N\c2nnc(C)s2)Nc2ccccc2)[C@H](c2cccc3ccccc23)S1 | 1.5 | 5 | 1 | 101 | 4 | 96 | 103 | 5 | 0
COC(=O)c1ccc(/C=N/NC(=O)C2CC(=O)N(c3ccc(F)cc3)C2)cc1 (centres undefined) | 1.7 | 2 | 4 | 102 | 3 | 95 | 102 | -4 | 3
Cc1ccc(NCC(=O)N/N=C\c2ccc([N+](=O)[O-])o2)cc1 | -1.9 | 3 | 19 | 105 | 8 | 104 | 105 | 6 | 3
CC(=O)N1CCN(C(=O)CN2C(=O)NC(C)(c3ccc4ccccc4c3)C2=O)CC1 (centres undefined) | · | -4 | 41 | 100 | -1 | 112 | 99 | -3 | 0
C=CCNc1oc(-c2cccs2)nc1C#N | -0.6 | -3 | -5 | 89 | 3 | 93 | 95 | 5 | 0
COc1cc(NC(=O)CCc2nnc3ccc(N4CCCCC4)nn23)cc(OC)c1OC | 1.2 | 4 | -9 | 107 | -4 | 77 | 111 | 2 | 3
CCN1CCN(c2ccc(NC(=O)COc3ccc(Cl)cc3C)cc2)CC1 | · | 1 | 2 | 116 | · | 74 | 108 | · | 0
O=[N+]([O-])c1cccc(-c2ccn[nH]2)c1 | 1.5 | 4 | 9 | 94 | 4 | 100 | 85 | 5 | 1
CCOc1cc(-c2sc(Nc3cc(C)ccc3OC)n[n+]2-c2ccccc2)ccc1OC | · | -3 | 28 | 101 | 2 | 97 | 97 | 9 | 0
Cc1csc(=O)n1CC(=O)OC(C)C(=O)Nc1ccc(F)c(F)c1F (centres undefined) | 1.8 | -5 | -3 | 116 | 5 | 70 | 111 | -6 | 7
Cc1[nH]c2ccccc2c1C(c1ccccn1)N1CCC(C(N)=O)CC1 (centres undefined) | -4.5 | 0 | 13 | 79 | 3 | 99 | 79 | 6 | 1
COc1ccc(C(=O)/C=C2\Sc3ccccc3N2C)cc1 | -4.3 | -2 | -44 | 94 | 5 | 123 | 83 | 5 | 0
CCCCCCNC(=O)c1cn(CC)c2cc(N3CCN(C)CC3)c(F)cc2c1=O | 0.5 | 4 | 38 | 103 | 10 | 92 | 101 | 10 | 0
COc1ccc(CC(=O)OC2CCCN(C)C2)cc1 (centres undefined) | 1.8 | -11 | 10 | 113 | 3 | 95 | 103 | 2 | 1
CCCCn1c(-c2cccnc2)nc2cc3[nH]c(=O)c(C(C)C)nc3cc21 | -9.0 | 18 | -24 | 90 | 31* | 92 | 85 | 26 | 5
Nc1c(Cl)c(Cl)nc(C(=O)OCC(=O)N2CCCC2=O)c1Cl | -6.1 | 14 | -10 | 105 | 17 | 90 | 109 | 19 | 5
C=CCc1c(C)nc(C)nc1N/N=C/c1ccc(F)cc1 | 0.1 | -3 | -3 | 95 | 4 | 98 | 97 | 11 | 0
O=c1c2c(-c3cccs3)csc2[nH]c(=S)n1-c1ccccc1 | -2.5 | -2 | 6 | 104 | 10 | 98 | 106 | 19 | 4
O=C(COc1ccccc1)NC1CCCc2ccccc21 (centres undefined) | 1.5 | 1 | 19 | 98 | 1 | 90 | 103 | 5 | 0
Cc1cc(Cl)ccc1OCC(=O)NC(=S)Nc1ccc(Cl)cn1 | · | · | 3 | 93 | · | 107 | 96 | · | 0
O=C(N/N=C/c1ccc(-c2ccccc2)o1)c1ccccc1O | 0.1 | -1 | -2 | 107 | 7 | 102 | 106 | 7 | 2
COc1ccc(C(=S)N2CCCCCC2)cc1 | -0.2 | 5 | -3 | 93 | 9 | 115 | 88 | 18 | 3
CN(C)/C=C/C(=O)c1cc(N2CCOCC2)ccc1[N+](=O)[O-] | 1.3 | -3 | 6 | 113 | 2 | 75 | 117 | 7 | 0
Cc1ccc(Cn2ccc(C3CC3)n2)cc1 | -4.1 | 6 | 1 | 102 | 11 | 92 | 91 | -2 | 0
Cc1ccc2occ(C(c3nnnn3Cc3ccccc3)N3CCOCC3)c(=O)c2c1 (centres undefined) | 0.2 | 5 | 0 | 89 | 1 | 85 | 95 | 3 | 0
CCCCOc1nc2ccccc2nc1C(C#N)S(=O)(=O)c1ccccc1 (centres undefined) | -0.8 | 2 | 11 | 100 | 3 | 117 | 104 | -1 | 0
CCOc1ccc(C(=O)OCC(=O)NC2CCCC2)cc1OCC | 0.2 | -6 | 11 | 102 | 5 | 100 | 105 | 0 | 0
C#CCOCCOCCOCCNc1nc(N2CCN(C(=O)[C@H](CO)n3cc([C@@H](N)C(C)C)nn3)CC2)nc(N2CCN(C(=O)[C@H](CCCCN)n3cc([C@@H](N)[C@H](C)CC)nn3)CC2)n1 | · | -2 | -2 | 97 | · | 105 | 105 | · | 0
CCCCn1c(N)c(N(CCOC)C(=O)CSc2ccccc2C)c(=O)[nH]c1=O | -2.2 | 1 | 19 | 107 | -5 | 77 | 98 | -14 | 3
COc1ccc(N=CC2=C(O)c3ccccc3C2=O)c(OC)c1 | -2.1 | 0 | 13 | 102 | 5 | 115 | 103 | -1 | 3
COc1ccccc1NC(=O)CCN1C(=O)C2CC=CCC2C1=O (centres undefined) | 0.2 | -6 | -8 | 98 | 3 | 109 | · | -4 | 0
O=C(CSc1nnc2ccc(-c3ccccn3)nn12)NCC1CCCO1 (centres undefined) | 0.5 | -1 | 2 | 101 | -2 | 90 | 93 | -8 | 0
CCCCCCCCCCCCN1[C@@H](CC(C)=O)c2cc(F)ccc2S1(=O)=O | 1.4 | 6 | 3 | 88 | -2 | 106 | 96 | -2 | 6
COC(=O)Cc1[nH]nc2c1C(c1cc(OC)c(OC)c(OC)c1)C(C#N)=C(N)O2 (centres undefined) | 1.5 | 4 | -3 | 108 | -1 | 106 | 83 | 2 | 4
Cc1ccc(OCC(=O)Nc2ccc(N3CCN(C(=O)c4ccco4)CC3)cc2)cc1C | 0.3 | -5 | 2 | 98 | 9 | 110 | 90 | 2 | 1

Quoted from the results shown, ten compounds:
SMILES | MEX-5 binding | GLD-1 RNA inh | VLA-4 inh | AGP1-GFP MLPCN | Bcl-xL primary | Yeast superoxide | CIT2 TOR yeast | MCL1-BIM inh | GRK2 inh
CN(C)/C=C/C(=O)c1cc(N2CCOCC2)ccc1[N+](=O)[O-] | 1.3 | -3 | 6 | 113 | 2 | 75 | 117 | 7 | 0
Cc1ccc(Cn2ccc(C3CC3)n2)cc1 | -4.1 | 6 | 1 | 102 | 11 | 92 | 91 | -2 | 0
Cc1ccc2occ(C(c3nnnn3Cc3ccccc3)N3CCOCC3)c(=O)c2c1 (centres undefined) | 0.2 | 5 | 0 | 89 | 1 | 85 | 95 | 3 | 0
CCCCOc1nc2ccccc2nc1C(C#N)S(=O)(=O)c1ccccc1 (centres undefined) | -0.8 | 2 | 11 | 100 | 3 | 117 | 104 | -1 | 0
CCOc1ccc(C(=O)OCC(=O)NC2CCCC2)cc1OCC | 0.2 | -6 | 11 | 102 | 5 | 100 | 105 | 0 | 0
C#CCOCCOCCOCCNc1nc(N2CCN(C(=O)[C@H](CO)n3cc([C@@H](N)C(C)C)nn3)CC2)nc(N2CCN(C(=O)[C@H](CCCCN)n3cc([C@@H](N)[C@H](C)CC)nn3)CC2)n1 | · | -2 | -2 | 97 | · | 105 | 105 | · | 0
CCCCn1c(N)c(N(CCOC)C(=O)CSc2ccccc2C)c(=O)[nH]c1=O | -2.2 | 1 | 19 | 107 | -5 | 77 | 98 | -14 | 3
COc1ccc(N=CC2=C(O)c3ccccc3C2=O)c(OC)c1 | -2.1 | 0 | 13 | 102 | 5 | 115 | 103 | -1 | 3
COc1ccccc1NC(=O)CCN1C(=O)C2CC=CCC2C1=O (centres undefined) | 0.2 | -6 | -8 | 98 | 3 | 109 | · | -4 | 0
O=C(CSc1nnc2ccc(-c3ccccn3)nn12)NCC1CCCO1 (centres undefined) | 0.5 | -1 | 2 | 101 | -2 | 90 | 93 | -8 | 0

Additional results.
SMILES | MEX-5 binding | GLD-1 RNA inh | VLA-4 inh | AGP1-GFP MLPCN | Bcl-xL primary | Yeast superoxide | CIT2 TOR yeast | MCL1-BIM inh | GRK2 inh
N#Cc1c2c(c(NCc3ccco3)n3c1nc1ccccc13)CCC2 | -3.6 | 0 | 18 | 107 | 19 | 103 | 109 | 12 | 0
COc1ccc(-c2nn(CC(=O)N(C)C)c(=O)c3ccccc23)cc1 | -0.2 | 5 | 0 | 107 | 2 | 108 | 102 | 2 | 4
COc1cc([N+](=O)[O-])ccc1NC(=O)Cc1ccccc1 | 2.3 | -5 | 1 | 109 | 3 | 100 | 90 | 3 | 1
O=C(Nc1ccccc1C(=O)N1CCOCC1)C1CCCO1 (centres undefined) | -0.9 | 3 | 13 | 105 | 2 | 88 | 106 | 5 | 2
CSc1n[nH]c(=O)n1-c1ccc(Cl)cc1 | 2.8 | -6 | 3 | 111 | -1 | 105 | 105 | 4 | 0
O=C(NNc1ccccc1)C(=O)N1CCCCC1 | -2.2 | 1 | 21 | 118 | 1 | 107 | 87 | -1 | 0
COc1cc(-c2n[nH]c(=S)n2-c2ccc(Br)cc2)cc(OC)c1OC | -4.9 | 7 | 3 | 98 | -26 | 88 | 101 | -28 | 4
CCOC(=O)c1ccc(Oc2nc(NC)nc(Nc3ccccc3)n2)cc1 | -1.7 | 3 | -3 | 103 | 8 | 111 | 104 | 5 | 2
COc1ccc(CCNC(=O)COC(=O)CNS(=O)(=O)c2ccc(SC)c([N+](=O)[O-])c2)cc1 | · | -5 | 0 | 101 | -1 | 151 | 94 | 1 | 0
CCOC(=O)c1ccc(OCc2nc(-c3cccs3)no2)cc1 | 2.9 | 3 | 6 | 99 | -2 | 102 | 98 | 3 | 0
NS(=O)(=O)c1ccc(CCNC(=O)c2cc(-c3ccc(Br)cc3)nc3ccccc23)cc1 | -1.7 | 0 | 11 | 92 | -6 | 122 | 95 | -7 | 0
CN(C)CCOC(=O)/C(=C/c1cn(C)c2ccccc12)NC(=O)c1ccccc1 | -0.8 | -48 | -6 | ? | -3 | 82 | ? | -11 | 0
CCOC(=O)c1c(NC(=O)COc2ccccc2C#N)sc2c1CC(C)(C)NC2(C)C | -2.3 | -1 | 9 | 96 | -8 | 108 | 91 | -19 | 0
CCCCN(C(=O)CSc1nc2ccccc2n1CC)C1CCS(=O)(=O)C1 (centres undefined) | · | 2 | 3 | 94 | -2 | 103 | 95 | -1 | 2
COC(=O)c1ccc(CNC(=O)COC(=O)c2ccccc2-c2ccccc2)cc1 | -0.8 | 3 | -4 | 106 | 1 | 94 | 89 | -1 | 0
CCN(CC(=O)Nc1ccc([N+](=O)[O-])cc1OC)CC(=O)NC(C)(C)C | 0.1 | 6 | -2 | 99 | 0 | 122 | 105 | -4 | 0
CCOC(=O)c1c(NC(=O)C2=C(C)NC(=S)NC2c2ccc(F)cc2)sc(C)c1C (centres undefined) | 2.1 | 6 | 9 | 105 | 0 | 98 | 101 | -1 | 0
O=C1CN(c2cc(Cl)cc(Cl)c2)C(=O)CN1/N=C/c1cccnc1 | -0.1 | 6 | 2 | 93 | -5 | 104 | 86 | -4 | 0
